Screening data deposited in PubChem by several laboratories.
Y pestis TopoI = blocks Yersinia pestis topoisomerase I activity; Y. pestis Topo-I cleavage product accumulation, plate reader; activity, % at 10 µM; 360,000 compounds, 0.064% hits; AID 504884; in the data active = activity above about 50%, passing the limit was not always enough; inconclusive = no clear call, values can overlap the other calls; note: inactives centre near 2
PfHsp40 rescue = compounds rescuing yeast from Plasmodium falciparum HSP40 toxicity; 340,000 compounds, 0.68% hits; AID 504582; growth rescue, % at 12.5 µM; S. cerevisiae expressing PfHsp40, growth rescue, ATP luminescence; in the data active = growth rescue above about 28%, passing the limit was not always enough; inconclusive = no clear call, values can overlap the other calls;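 note: yeast W303a lacking pdr1 and pdr3 grown in galactose medium; growth measured after three days at 30 °C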
PrPC surface inh = reduces human prion protein on the cell surface. P04156. inhibition, % at 13.8 µM. AID 720596. cell surface PrPC, TR-FRET read-out. 370,000 compounds, 0.43% hits; in the data active = inhibition above about 24%; note: 0% = median of the test wells and 100% = reference compound wells
PriA SSB inh = blocks PriA binding to SSB C-terminal tail; AID 1272365; inhibition, % at 33 µM; 430,000 compounds, 0.6% hits; AlphaScreen SSBct-PriA binding, biotinylated peptide; in the data active = inhibition mostly above about 37%, no sharp cut-off; inactive = mostly below about 20%;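 note: plate controls were negative control peptide for no effect and reference peptide for full effect; strong numbers were not always called active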
SARS 3CLpro inh = SARS-CoV 3CLpro protease inhibition; recombinant SARS-CoV 3CLpro, quenched FRET peptide cleavage; inhibition, % at 6 µM; 290,000 compounds, 0.14% hits; AID 1706; in the data active = inhibition above about 12%
TcdB inh = TcdB glycohydrolase inhibition. P18177. TcdB glycohydrolase enzymatic assay, plate reader. inhibition, % at 9.99 µM. 350,000 compounds, 0.24% hits. AID 652162; in the data active = inhibition above about 10%
BoNT A protease = BoNT A light chain protease inhibition; multiplex microsphere protease substrate cleavage, flow cytometry; inhibition, % at 10 µM; 360,000 compounds, 0.17% hits; note: plate controls were buffer without enzyme for full effect and enzyme alone for no effect
BH1578 lux ind = quorum light induction in luxS cqsA deficient V. cholerae; V. cholerae BH1578 lux reporter, luminescence, 6 h; activation, % at 18.7 µM; 350,000 compounds, 0.16% hits; in the data active = activation mostly above about 9.7%, no sharp cut-off; inconclusive = no clear call, values can overlap the other calls; inactive = mostly below about 3.7%; note: not every result past the cut was called active; inactives centre near 0; reference of the scale not given here
Anthrax LF prot = anthrax lethal factor protease inhibition. inhibition, % at 10 µM. 360,000 compounds, 0.12% hits. multiplex microsphere protease cleavage assay, LF. P15917. AID 588501; note: plate controls were buffer without enzyme for full effect and enzyme alone for no effect
Target sequence (P15917 whole entry, looked up): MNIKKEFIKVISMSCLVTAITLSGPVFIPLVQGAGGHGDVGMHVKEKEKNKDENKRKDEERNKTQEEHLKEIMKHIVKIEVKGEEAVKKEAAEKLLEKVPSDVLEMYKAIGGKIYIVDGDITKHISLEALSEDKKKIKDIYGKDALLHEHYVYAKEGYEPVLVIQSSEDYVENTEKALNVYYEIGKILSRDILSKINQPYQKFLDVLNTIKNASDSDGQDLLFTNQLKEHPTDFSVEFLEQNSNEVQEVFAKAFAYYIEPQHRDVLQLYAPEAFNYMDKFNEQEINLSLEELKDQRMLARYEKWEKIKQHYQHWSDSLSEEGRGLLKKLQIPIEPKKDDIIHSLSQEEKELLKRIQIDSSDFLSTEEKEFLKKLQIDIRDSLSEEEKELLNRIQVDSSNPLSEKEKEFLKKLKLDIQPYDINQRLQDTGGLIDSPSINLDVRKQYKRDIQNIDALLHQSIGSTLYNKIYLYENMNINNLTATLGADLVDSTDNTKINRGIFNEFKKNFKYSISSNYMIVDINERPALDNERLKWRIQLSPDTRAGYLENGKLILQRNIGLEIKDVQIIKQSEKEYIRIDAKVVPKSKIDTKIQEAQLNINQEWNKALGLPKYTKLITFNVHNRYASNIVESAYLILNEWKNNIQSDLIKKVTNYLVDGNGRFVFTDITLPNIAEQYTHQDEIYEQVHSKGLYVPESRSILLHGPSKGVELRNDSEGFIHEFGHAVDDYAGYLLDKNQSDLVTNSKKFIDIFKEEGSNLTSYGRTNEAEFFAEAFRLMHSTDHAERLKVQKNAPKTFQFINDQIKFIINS
Starred values were filed as active, the others as inactive; i = inactive; ? = inconclusive; · = no result given. Cut-off read from the data, not from the text of the source, unless noted: active = inhibition above about 30%; inconclusive = no clear call, values can overlap the other calls; inactive = below that.

SMILES	Y pestis TopoI	PfHsp40 rescue	PrPC surface inh	PriA SSB inh	SARS 3CLpro inh	TcdB inh	BoNT A protease	BH1578 lux ind	Anthrax LF prot
O=C1c2ccccc2C(=O)c2c1cccc2N1CCN(Cc2ccccc2)CC1	-4.8	1.5	·	50.5	1.8	·	-1.3	·	-9.7
CCN(CCn1cccn1)C(=O)CC1C(=O)NCCN1CCc1ccccc1 (stereo unspecified)	10.1	-1.5	-2.5	-2.3	-0.1	6.1	0.5	i	-2.7
CCN(CC)C(=O)/C(=C/c1cn(S(=O)(=O)N(C)C)c2ccccc12)NC(=O)c1ccc(OC)cc1	-3.2	-0.2	-2.6	-4.4	-0.5	1.1	-0.5	-0.1	-4.7
COc1ccc(NC(=O)Cn2nnc(-c3ccccc3N)n2)cc1OC	2.6	-0.6	-2.6	6.7	-5.0	0.5	-1.4	i	-4.8
O=C(CCn1c(=O)oc2ccccc21)N1CCCCCC1	-3.5	0.8	-4.8	-1.8	3.0	·	2.2	-0.4	-6.9
CCn1ccnc1CN1CCCC(C(=O)c2cc(F)ccc2OC)C1 (stereo unspecified)	15.9	0.0	-1.7	-1.3	4.8	0.7	0.0	-0.2	2.5
CC(C)c1ccc(C(=O)NCCCNC(=O)c2cnccn2)cc1	-1.7	0.8	2.5	0.2	5.6	-0.7	-2.8	-0.2	1.7
Cc1cc(=O)oc2cc(OC(C)C(=O)O)c(Cl)cc12 (stereo unspecified)	5.2	-1.9	-3.0	-9.8	1.6	·	0.0	i	3.5
CCOC(=O)c1c(NC(=O)COC(=O)Cc2n[nH]c(=O)c3ccccc23)sc(C(=O)NC)c1C	15.7	-1.0	1.9	4.9	·	0.0	0.0	-0.3	-11.6
CCN(CC)S(=O)(=O)c1cc(C(=O)O)ccc1Cl	-7.9	-1.4	-0.7	-6.4	0.6	·	-0.4	7.4	-4.5
CC(C)C(=O)Nc1cccc(NC(=S)NC(=O)c2cccs2)c1	-9.2	0.7	5.0	-9.0	-6.0	-0.7	-3.2	i	-1.8
CC1Cc2cc(/C(O)=C3/C(=O)C(=O)N(CCCN4CCOCC4)C3c3ccc(C(C)C)cc3)ccc2O1 (stereo unspecified)	0.7	-0.1	3.4	·	5.9	0.4	0.6	i	-2.5
Cc1c(NC(=O)CSC2=C(C#N)C(c3ccccc3F)CC(=O)N2)c(=O)n(-c2ccccc2)n1C (stereo unspecified)	-0.6	0.6	-3.7	-4.1	-3.7	·	0.5	i	1.9
COc1ccc(Cc2noc(CN3CCCN(C4Cc5ccccc5C4)CC3)n2)cc1OC	26.6	-1.0	4.5	-5.2	3.2	-0.2	0.5	-1.0	-6.7
O=C(N/N=C/c1ccc(F)cc1)c1ccc(-n2cnnn2)cc1	-4.8	-0.4	-10.1	·	·	2.6	2.8	0.9	2.4
Cc1ccc(S(=O)(=O)c2nc(S(C)(=O)=O)sc2N2CCC(O)CC2)cc1	8.8	-0.5	6.2	-1.9	-1.8	3.3	10.7	-0.3	10.2
O=[N+]([O-])c1ccc(NCc2ccc(Cl)cc2)c2ccncc12	-12.0	1.5	-2.1	7.5	-1.2	-0.1	4.0	i	-11.2
CC(C)C1Oc2ccccc2C(=O)N(CC(=O)c2ccc3c(c2)OCCO3)C1=O (stereo unspecified)	7.2	-0.9	0.9	-7.6	3.1	1.0	·	-0.2	·
C=CCn1c(COc2cccc(C)c2)nnc1SCn1nnc2ccccc2c1=O	6.1	-0.2	-6.1	6.3	2.6	1.4	0.0	-0.2	-2.8
N#Cc1nc(-c2ccco2)oc1N1CCc2ccccc2C1	6.2	1.3	0.9	43.2*	-0.7	·	0.7	-0.4	-2.3
O=C(O)C1CSC(c2ccccc2)N1C(=O)c1ccco1 (stereo unspecified)	5.5	0.3	2.8	-7.6	0.5	·	-0.5	i	0.9
O=C(Nc1nnc(-c2ccc3c(c2)CCCC3)o1)c1ccccc1	6.4	?	-3.9	-5.6	-3.0	-1.4	-0.1	-0.3	-4.1
c1coc(CN2Cc3ccccc3-n3nncc3C2)c1	0.9	·	-3.0	·	·	0.5	-0.1	i	-0.4
O=C(/C=C/c1ccccc1)NCC1(c2ccccc2)CCOCC1	-2.0	-0.3	5.1	-4.8	-0.1	1.5	-0.2	i	-6.9
COc1ccc(-c2nn(-c3ccccc3)cc2/C=N/NC(N)=S)cc1OC	-7.6	2.1	2.3	·	-1.1	·	-0.8	-0.3	-0.2
COCCNS(=O)(=O)c1cc(OC)ccc1OC	0.5	2.1	-2.4	-1.2	-2.6	0.8	-0.3	·	2.1
CCN1CCN(Cc2nnc(-c3ccccc3)o2)CC1	2.5	0.2	0.5	4.3	-5.5	0.8	-0.4	i	-4.0
Cc1nc(SCc2ccccc2)c([N+](=O)[O-])[nH]1	3.6	1.6	-3.1	1.7	-5.9	·	1.7	3.1	-4.6
C[N+](C)(CC#N)C/C=C\c1ccccc1	-0.4	-1.8	2.8	-5.2	-7.2	1.8	-0.9	-0.3	-2.1
Cc1cc(NC(=O)CCCSc2nc(-c3ccco3)cc(C(F)(F)F)n2)n(-c2ccccc2)n1	17.2	0.1	12.6	-10.0	-1.4	·	-0.6	-12.5	-3.4
CCCCNC(=S)N/N=C/c1sccc1C	-0.2	1.3	13.0	·	-0.7	0.2	-1.2	·	-7.4
Cc1nc(NC(=O)CSc2nnc(N)s2)c(Cl)cc1Cl	-8.4	-0.6	-1.1	-11.1	0.1	0.2	-0.3	0.2	0.9
CC(C)(C)NC(=O)CN(Cc1ccco1)C(=O)CCC(=O)Nc1nccs1	-0.3	1.2	0.8	-9.8	-2.7	2.1	-1.5	-0.3	-1.2
CC(C)(C)OC(=O)N(Cc1ccccc1)Cc1ccccc1OCc1cccc(NC(=O)c2ccccc2)c1	12.5	-1.1	2.1	-5.3	·	-0.4	-0.7	0.0	-1.3
CC(=O)OC1CC(C)(C)N(OC(=O)CCCN2C(=O)c3ccccc3C2=O)C(C)(C)C1	20.6	1.6	-0.2	-11.8	-6.7	-0.4	0.9	-1.2	0.6
COC(=O)c1ccccc1OCC(=O)NC1CCCCC1	17.2	2.1	4.7	-10.7	5.9	·	1.6	i	-1.1
O=C(CN1C(=O)/C(=C/c2cccc(Br)c2)SC1=S)Nc1cccnc1	17.3	0.0	0.1	-6.5	0.8	-0.5	0.5	i	-1.2
CCCCSC(=S)N(C)C1CCS(=O)(=O)C1 (stereo unspecified)	2.3	0.2	3.7	21.8	2.9	·	-0.4	-0.2	-2.2
Cc1ccc(C)c(NC(=S)N(C)CCc2ccccn2)c1	-12.1	0.5	5.4	-18.3	-4.2	·	0.7	-0.3	1.3
COc1cc2ccccc2cc1C(=O)N1CCN(c2ccccc2O)CC1	11.1	-0.1	-5.7	9.1	·	-2.6	1.9	i	5.1
O=S(=O)(Nc1ccc(N2CCOCC2)cc1)c1ccc(F)cc1F	3.2	4.1	3.6	-2.2	4.3	-63.4	-0.1	1.6	-4.3
O=C(CC1C(=O)NCCN1CC1CCCCC1)NCc1cccc(F)c1F (stereo unspecified)	-2.3	0.2	-4.2	-1.0	0.7	-0.6	0.0	0.3	1.1
Cc1ccc(NC(=O)C2CC(=O)Nc3nc4ccccc4n32)c(C)c1 (stereo unspecified)	-1.4	-0.8	6.0	1.5	3.9	-0.2	-0.2	0.5	-8.0
CC(C)(C)CC(=O)Nc1ccc(-c2cn3cccnc3n2)cc1	-11.2	-0.4	-5.4	6.6	-1.8	-0.7	-2.9	-0.6	-6.1
COc1ccc(-n2c(SCC(N)=O)nc3sc4c(c3c2=O)CCN(C)C4)cc1	2.3	-0.7	-9.0	-6.9	-0.2	·	·	i	·

For reference, part of the list above:
SMILES	Y pestis TopoI	PfHsp40 rescue	PrPC surface inh	PriA SSB inh	SARS 3CLpro inh	TcdB inh	BoNT A protease	BH1578 lux ind	Anthrax LF prot
CCCCNC(=S)N/N=C/c1sccc1C	-0.2	1.3	13.0	·	-0.7	0.2	-1.2	·	-7.4
Cc1nc(NC(=O)CSc2nnc(N)s2)c(Cl)cc1Cl	-8.4	-0.6	-1.1	-11.1	0.1	0.2	-0.3	0.2	0.9

Grouped by structure: those above with a Cl atom
SMILES	Y pestis TopoI	PfHsp40 rescue	PrPC surface inh	PriA SSB inh	SARS 3CLpro inh	TcdB inh	BoNT A protease	BH1578 lux ind	Anthrax LF prot
Cc1cc(=O)oc2cc(OC(C)C(=O)O)c(Cl)cc12 (stereo unspecified)	5.2	-1.9	-3.0	-9.8	1.6	·	0.0	i	3.5
CCN(CC)S(=O)(=O)c1cc(C(=O)O)ccc1Cl	-7.9	-1.4	-0.7	-6.4	0.6	·	-0.4	7.4	-4.5
O=[N+]([O-])c1ccc(NCc2ccc(Cl)cc2)c2ccncc12	-12.0	1.5	-2.1	7.5	-1.2	-0.1	4.0	i	-11.2
Cc1nc(NC(=O)CSc2nnc(N)s2)c(Cl)cc1Cl	-8.4	-0.6	-1.1	-11.1	0.1	0.2	-0.3	0.2	0.9

Remaining list, next part
SMILES	Y pestis TopoI	PfHsp40 rescue	PrPC surface inh	PriA SSB inh	SARS 3CLpro inh	TcdB inh	BoNT A protease	BH1578 lux ind	Anthrax LF prot
CN(Cc1nc(-c2cccs2)no1)CC(O)c1ccccc1 (stereo unspecified)	10.0	0.3	4.1	12.0	-3.2	1.1	-0.2	-5.6	-2.7
O=C(CCCc1ccncc1)c1ccccc1	-4.5	-1.7	13.6	-7.7	·	-2.8	-0.3	i	-4.2
COc1ccc2c(C)cc(SCC(=O)NCCN3C(=O)CSC3=O)nc2c1	9.3	-0.5	9.7	-18.2	3.7	·	0.3	i	1.6
CCN(CC)CC(C)(C)NS(=O)(=O)c1ccc(Cl)cc1	6.5	0.3	0.3	-4.2	-5.0	0.1	-0.7	0.4	-2.7
CS(=O)(=O)N1CCN(c2ccccc2NC(=O)CSc2ccc(Cl)cc2)CC1	11.7	2.2	1.7	-1.4	1.6	·	-0.2	i	-2.9
CC1CCCN(C(=O)CN2C(=O)NC3(CCCCC3C)C2=O)C1 (stereo unspecified)	2.6	0.1	2.1	-9.0	·	-1.2	4.4	-1.7	0.1
CN1CCN(C2Cc3ccccc3Sc3ccc(Cl)cc32)CC1 (stereo unspecified)	-6.8	-0.2	-8.1	8.5	·	3.3	-1.9	i	-9.2
COC(=O)c1ccccc1NC(=O)/C=C/C(=O)O	-5.5	-0.7	5.1	1.7	-1.3	-0.3	0.2	-0.3	-0.6
COc1ccc(C)cc1N(CC(=O)Nc1cccnc1)S(=O)(=O)c1ccccc1	20.8	-0.4	-2.7	-20.7	5.6	0.4	0.6	-0.2	-0.4
CC(=O)c1ccc(-c2ccc(C(=O)N3CCC(C(N)=O)CC3)o2)cc1	-9.8	-1.1	-13.4	1.3	·	0.9	-0.5	-8.2	-0.8
CCn1cc(Cl)c(C(=O)Nc2ccc(OC)c(OC)c2)n1	-0.4	0.5	-6.7	-6.9	-0.4	1.1	1.0	-6.7	-4.1
CCOc1ccc(-c2nc(C#N)c(N3CCN(CC)CC3)o2)cc1	8.6	-1.0	6.6	-6.0	0.0	·	?	i	-1.5
COc1cccc(OC)c1C(=O)Nc1ccc2c3c(cccc13)CC2	10.2	-0.7	-5.4	7.1	3.3	·	-0.8	16.7*	-4.6
CCCNC(=O)C(Cc1ccccc1)NS(=O)(=O)c1ccc2c(c1)c(=O)n(C)c(=O)n2C (stereo unspecified)	2.8	0.6	-7.7	-0.5	1.1	2.1	-0.2	-0.3	-5.5
CC(CCc1ccco1)NC(=O)CCc1nnc2ccc(NCc3ccccc3Cl)nn12 (stereo unspecified)	7.4	0.4	-3.4	1.3	-6.7	1.0	-1.1	i	0.0
CCOc1ccc(NC(=O)COC(=O)CCN2C(=O)C3CC=CCC3C2=O)cc1OCC (stereo unspecified)	-3.7	-0.4	-3.0	8.7	·	0.6	0.9	i	-45.5
Cc1cc(Cl)cc(C)c1OCCCCCn1ccnc1	32.6	-1.1	1.9	0.5	1.8	6.6	-4.7	0.9	-7.7
C=CCn1c(N)c(C(=O)Nc2ccc(C)c(C)c2)c2nc3ccccc3nc21	2.0	-1.0	4.2	-12.4	0.1	·	0.3	-1.5	0.1
COc1ccc(NC(=O)c2cc(C3CCCCN3S(=O)(=O)Cc3ccccc3)on2)cn1 (stereo unspecified)	19.1	·	2.6	·	·	1.6	-0.1	-0.8	0.9

The list is partial; rates above refer to the full screens.
